Bcl-W Bim block: inhibitors of Bim binding to Bcl-W, primary screen, biochemical, multiplexed, bead-based flow cytometry. AID 952, 2007. inhibition, % at 10 µM. 190,000 compounds, 0.02% hits. Bim peptide-Bcl-W binding. Bcl-2-like protein 2 (Homo sapiens), Q92843;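 note: 0% = bound tracer without compound and 100% = peptide blocker; higher means less fluorescent Bim peptide bound to Bcl-W beads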
Target sequence (Q92843 whole entry, looked up): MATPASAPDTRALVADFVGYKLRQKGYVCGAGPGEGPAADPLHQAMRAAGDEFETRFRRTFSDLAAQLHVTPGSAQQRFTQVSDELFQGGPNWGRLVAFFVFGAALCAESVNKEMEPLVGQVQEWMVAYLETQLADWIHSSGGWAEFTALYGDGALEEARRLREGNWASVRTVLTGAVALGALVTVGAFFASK
Bcl-B Bim block: inhibitors of Bim-Bcl-B binding, primary screen, biochemical, multiplexed, human Bcl-2 family; Bcl-2-like protein 10 (Homo sapiens), Q9HD36; 190,000 compounds, 0.073% hits; inhibition, % at 10 µM; bead-based flow cytometry, Bim peptide-Bcl-B binding;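 note: 0% = tracer peptide without compound and 100% = reference inhibitor peptide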
Target sequence (Q9HD36 whole entry, looked up): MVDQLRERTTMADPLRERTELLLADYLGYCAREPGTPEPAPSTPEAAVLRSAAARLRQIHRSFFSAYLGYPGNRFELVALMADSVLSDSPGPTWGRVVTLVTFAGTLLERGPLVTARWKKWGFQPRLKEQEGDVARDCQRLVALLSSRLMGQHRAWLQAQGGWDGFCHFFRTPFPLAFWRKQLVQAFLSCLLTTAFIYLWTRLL
RGS4-Gao reg: modulators of RGS4 binding to Galphao, primary screen, biochemical, multiplexed bead flow cytometry; binding response (% of control), % at 10 µM; 220,000 compounds, 0.33% hits; actives lie on both sides; Guanine nucleotide-binding protein G(o) subunit alpha (Homo sapiens), P09471; in the data active = binding response below about 49% or above about 150%; inactive = in between;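 note: fluorescent Galphao activated with aluminum fluoride binding bead-coupled RGS4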
Bim-Bcl-XL: inhibitors of Bim-Bcl-XL binding, primary screen, biochemical, multiplexed, bead flow cytometry, human Bcl-XL | Bim peptide-Bcl-XL binding, fluorescence | inhibition, % at 10 µM | 190,000 compounds, 0.04% hits
ABCB1 inh: ABCB1 efflux pump inhibitors, primary screen, cell-based, multiplex, flow cytometry, ABCG2 counter-screen | CCRF-Adr cells, JC-1 efflux | 190,000 compounds, 0.067% hits | inhibition, % at 6.6 µM | ATP-dependent translocase ABCB1 (Homo sapiens), P08183; in the data active = inhibition above about 40%;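 note: 0% = vehicle and 100% = reference inhibitor; higher value means more JC-1 retained so stronger ABCB1 efflux block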
RGS7-Gao reg: RGS7-Galphao binding modulators, primary screen, biochemical, multiplexed bead flow cytometry; binding response (% of control), % at 10 µM; Guanine nucleotide-binding protein G(o) subunit alpha (Homo sapiens), P09471; 220,000 compounds, 0.35% hits; AID 1439, 2008; actives lie on both sides; in the data active = binding response below about 49% or above about 150%; inconclusive = no clear call, values can overlap the other calls; inactive = in between;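 note: fluorescent Galphao held in activated GDP-AlF4 state binding bead-coupled RGS7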
Bim-Bfl-1: inhibitors of Bim binding to Bfl-1, primary screen, biochemical, multiplexed, bead-based flow cytometry; 190,000 compounds, 0.12% hits; Bim-Bfl-1 binding inhibition; inhibition, % at 10 µM; Bcl-2-related protein A1 (Homo sapiens), Q16548; AID 1008, 2008;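 note: 0% = wells without compound plus tracer and 100% = blocker peptide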
Bcl-2 Bim block: inhibitors of Bim-Bcl-2 binding, primary screen, biochemical, multiplexed, human Bcl-2 family; inhibition, % at 10 µM; AID 950, 2007; Bead-based flow cytometry, Bim peptide-Bcl-2 binding; 190,000 compounds, 0.06% hits; in the data active = inhibition above about 40%; inconclusive = no clear call, values can overlap the other calls;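 note: 0% = no compound wells with probe peptide and 100% = reference peptide inhibitor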
Avidin bead fluor: green autofluorescence of compounds with avidin beads – biophysical, 488/530 nm, flow cytometry, artefact control, profiling panel | 220,000 compounds, 0.38% hits | compound fluorescence 488/530 nm; active compounds read high | AID 1775, 2009 | fluorescence (KMESF) at 10 µM; in the data active = fluorescence above about 47; note: inactives centre near 10
ABCG2 inh: ABCG2 efflux pump inhibitors, primary screen, multiplex with ABCB1, IgMXP3 cells, flow cytometry | JC-1 efflux | inhibition, % at 6.6 µM | 190,000 compounds, 0.1% hits | AID 1325, 2008;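 active = inhibition above 80%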;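 note: 0% = DMSO and 100% = nicardipine control wells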
Target sequence (Q9UNQ0 whole entry, looked up): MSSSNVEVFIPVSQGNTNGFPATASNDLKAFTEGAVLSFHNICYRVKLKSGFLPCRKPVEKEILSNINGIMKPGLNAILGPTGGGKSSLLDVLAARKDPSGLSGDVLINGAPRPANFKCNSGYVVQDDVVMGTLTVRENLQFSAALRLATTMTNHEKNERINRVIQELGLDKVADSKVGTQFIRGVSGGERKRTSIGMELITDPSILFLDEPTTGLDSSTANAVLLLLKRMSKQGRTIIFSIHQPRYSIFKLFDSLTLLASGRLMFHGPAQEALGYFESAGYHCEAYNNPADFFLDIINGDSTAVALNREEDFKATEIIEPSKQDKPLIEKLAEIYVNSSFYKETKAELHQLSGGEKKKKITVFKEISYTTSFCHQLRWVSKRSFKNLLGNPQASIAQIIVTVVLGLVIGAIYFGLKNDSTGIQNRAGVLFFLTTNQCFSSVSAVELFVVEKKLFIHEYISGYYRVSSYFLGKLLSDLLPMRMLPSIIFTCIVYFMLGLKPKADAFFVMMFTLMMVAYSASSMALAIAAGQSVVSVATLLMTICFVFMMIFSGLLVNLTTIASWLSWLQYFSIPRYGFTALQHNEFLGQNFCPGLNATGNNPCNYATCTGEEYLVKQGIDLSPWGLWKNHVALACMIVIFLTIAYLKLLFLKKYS
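Measure – % inhibition of efflux relative to nicardipine and DMSO · Test system – ABCG2 IgMXP3 and barcoded ABCB1 CCRF-Adr cell mix · Control set – nicardipine as high control, DMSO as low control · Compound – one concentration, 6.6 µM final · Signal – flow cytometry of retained JC-1 fluorescence · Timing – 10 min exposure at 25 °C with rotation, no wash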
GSH fluor: compound fluorescence on glutathione beads, profiling panel, artefact control, biophysical, 488/530 nm, flow cytometry; AID 1776, 2009; GSH beads flow cytometry, compound fluorescence 488/530 nm; active compounds read high; fluorescence (KMESF) at 10 µM; 190,000 compounds, 0.25% hits; in the data active = fluorescence above about 89;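 note: glutathione beads carrying GST-tagged Bcl family fusion proteins plus one bare bead set; values are compound well signal with DMSO vehicle wells as background; inactives centre near 16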
Active calls of the source: *; ? = inconclusive; / = not tested or not shown. Cut-off read from the data, not from the text of the source, unless noted: active = inhibition above about 40%.

SMILES	Bcl-W Bim block	Bcl-B Bim block	RGS4-Gao reg	Bim-Bcl-XL	ABCB1 inh	RGS7-Gao reg	Bim-Bfl-1	Bcl-2 Bim block	Avidin bead fluor	ABCG2 inh	GSH fluor
COc1ccc(OCC(O)Cn2cnc(-c3ccc(Br)cc3)c2)cc1 (stereo unspecified)	-2	-4	/	-5	-0.5	/	-4	3	/	0	18
CCOC(=O)c1oc2ccccc2c1CSc1nnnn1-c1ccc(C)cc1	-9	-3	98	-6	1.7	96	-3	-10	20	46	29
c1cncc(CSc2ccc(-c3ccc4c(c3)OCO4)nn2)c1	-1	-6	99	-2	1.4	106	-3	-2	6	7	19
CCCCn1cnc2c([nH]c3cc(OC)ccc32)c1=O	0	-2	98	-2	0.7	100	0	0	17	4	9
COc1ccccc1Oc1ccc(S(=O)(=O)N2CCOCC2)cc1S(=O)(=O)N1CCOCC1	-6	-11	96	-7	2.1	99	-22	-11	27	8	22
CCCC(=O)c1c[nH]c(C(=O)N2CCOCC2)c1	1	-2	103	-1	2.2	97	-3	-3	9	14	20
CCc1oc(C(=O)O)cc1COC	-3	0	99	-1	0.1	99	-1	0	11	0	9
Cc1cc2oc(=O)cc(CN3CCCc4ccccc43)c2cc1C	2	-4	97	-2	0.3	101	0	2	9	3	27
O=C(OCn1nnc2ccccc2c1=O)c1ccc2ncsc2c1	-1	0	96	-4	0.9	98	-1	0	17	3	7
COc1ccc(CNC(=S)NC2CCCC2)cc1	-6	-14	102	-14	0.4	97	-15	-10	14	1	19
C/C=C/c1ccc(OCCCCOc2ccccc2F)c(OC)c1	-3	-9	101	-5	0.2	103	-10	-11	15	9	10
Cc1cccc(-c2nc(CN3CCCC(C(=O)NC4CCCCCC4)C3)c(C)o2)c1 (stereo unspecified)	-1	-2	111	-4	6.9	104	-2	-3	14	6	15
Brc1ccccc1-c1nc(-c2ccccc2)no1	-2	-6	95	-12	4.7	94	-9	-7	11	14	26
C=CCn1c(SCC(=O)OCC)nc(C(F)(F)F)cc1=O	0	-1	106	0	-0.2	103	-2	-4	9	-1	25
COCCNC(=S)NN=C1CCCCC1	-1	0	103	-3	0.1	102	-4	-5	10	1	26
O=C1CC(C(=O)N(c2ccc(F)cc2)C(C(=O)NC2CCCC2)c2ccccn2)CS1 (stereo unspecified)	-4	-10	94	-5	0.2	94	-10	-6	6	0	28
O=C(CN(C(=O)CCC(=O)Nc1nccs1)c1ccc(F)c(Cl)c1)NCc1ccco1	-1	0	101	0	-0.1	98	0	-1	6	0	15
O=C1CC(Nc2ccc(N3CCOCC3)cc2)C(=O)N1CCc1ccccc1 (stereo unspecified)	3	-2	103	-1	0.8	103	9	1	16	6	13
COCCSc1nc2sc3c(c2c(=O)n1-c1ccccc1)CCN(C)C3	0	0	101	-2	0.6	106	0	1	38	3	15
O=C1CCCN1CCCNc1ncnc2sccc12	-2	-2	100	-4	1.3	?	-7	-2	12	8	11
CCOC(=O)c1sc(N(C)C)nc1-c1ccccc1	-6	-17	100	-7	0.0	106	1	4	5	0	16
COc1ccc(NC(=O)CCCC2=NS(=O)(=O)c3ccccc3N2)cc1	-4	0	88	-3	1.2	84	0	-3	3	10	14
CCOc1ccccc1N1C(=O)c2ccc(C(=O)O)cc2C1=O	-6	-4	90	-2	0.2	93	-2	-5	36	1	19
CCC(=O)c1ccc(N2CCCCCC2)c(F)c1	0	2	102	2	-0.6	101	-1	0	9	-2	10
Cc1ccc(-c2nn(-c3ccccc3)c3[nH]c(=O)c(CNCc4ccccc4)cc23)cc1	-5	-8	101	-6	-0.8	105	-2	0	20	-2	12
Cc1cc(C)c(C)c(OCc2nc(-c3cccnc3)no2)c1	0	-9	105	-5	-0.5	101	-11	-8	15	30	35
CC1Oc2ccccc2N(CC(=O)NCc2ccc3c(c2)OCO3)C1=O (stereo unspecified)	-2	-7	106	-2	0.5	102	-8	-1	12	1	16
Cn1sc(NC(=O)c2ccc(Cl)cc2)nc1=O	-4	-13	99	-5	0.4	103	5	2	7	3	20
Cc1cccc(NC(=S)Nc2ccccn2)c1C	-4	-4	101	-5	0.7	98	-6	-4	12	1	12
CC(C)CN1C(=O)C(NC(=O)C2CC2)(C(F)(F)F)C2=C1CC(C)(C)CC2=O (stereo unspecified)	-1	-7	100	-7	0.2	98	-2	-2	13	8	3

Retrieved by compound from the list above, 5 records:
SMILES	Bcl-W Bim block	Bcl-B Bim block	RGS4-Gao reg	Bim-Bcl-XL	ABCB1 inh	RGS7-Gao reg	Bim-Bfl-1	Bcl-2 Bim block	Avidin bead fluor	ABCG2 inh	GSH fluor
CCOc1ccccc1N1C(=O)c2ccc(C(=O)O)cc2C1=O	-6	-4	90	-2	0.2	93	-2	-5	36	1	19
Cc1cc(C)c(C)c(OCc2nc(-c3cccnc3)no2)c1	0	-9	105	-5	-0.5	101	-11	-8	15	30	35
Cn1sc(NC(=O)c2ccc(Cl)cc2)nc1=O	-4	-13	99	-5	0.4	103	5	2	7	3	20
CC1Oc2ccccc2N(CC(=O)NCc2ccc3c(c2)OCO3)C1=O (stereo unspecified)	-2	-7	106	-2	0.5	102	-8	-1	12	1	16
O=C1CC(Nc2ccc(N3CCOCC3)cc2)C(=O)N1CCc1ccccc1 (stereo unspecified)	3	-2	103	-1	0.8	103	9	1	16	6	13

Going on with the list:
SMILES	Bcl-W Bim block	Bcl-B Bim block	RGS4-Gao reg	Bim-Bcl-XL	ABCB1 inh	RGS7-Gao reg	Bim-Bfl-1	Bcl-2 Bim block	Avidin bead fluor	ABCG2 inh	GSH fluor
O=C(NCc1ccccc1)c1cnsn1	1	-3	24*	0	-0.3	9.6*	-5	-3	1	-2	13
CCOC(=O)C1=C(O)/C(=C\c2cccc(OC)c2)N=C1C	0	0	100	-1	0.5	99	0	2	31	5	13
CCN1CCN(c2nc3c(c(=O)n(C)c(=O)n3C)n2CCSc2nccc(C)n2)CC1	1	-4	99	-11	0.4	105	-8	-7	8	4	54
O=C(NCCNc1ccc([N+](=O)[O-])cc1C(F)(F)F)c1ccccc1	-5	-6	102	-5	0.6	100	-8	-2	10	4	11
COc1ccc(/C=N/Nc2nc(N3CCCCC3)nc(N3CCCCC3)n2)cc1[N+](=O)[O-]	0	-3	108	-7	1.0	109	0	0	15	3	5
CCCCCC(=O)Nc1ccccc1N1CCN(c2ccccc2)CC1	-3	-2	100	-4	2.8	99	0	0	16	6	17
O=C(COC(=O)c1cccc(S(=O)(=O)N2CCOCC2)c1)Nc1ccc2c(c1)OCO2	-3	0	95	-4	0.0	95	-1	-1	6	0	5
Cc1cc(-c2nn(-c3ccccc3F)cc2CN2CCCC(CO)C2)c(C)s1 (stereo unspecified)	0	-1	101	0	1.1	100	-3	0	10	2	12
CCn1c(=O)c(=O)[nH]c2cc(C(=O)NC3CCCC3)ccc21	2	3	99	0	0.2	100	-3	-1	9	5	8
O=C(COc1ccccc1Cl)NCCCN1CCOCC1	-1	-9	101	-7	-0.1	105	-10	-6	18	-2	22
COC(=O)CSc1nc2cc(C)ccc2cc1C#N	0	0	101	2	0.0	104	0	0	20	4	7
COc1ccc(CNC(=O)c2cc(C)nc3ccccc23)cc1OC	-3	-2	104	-4	-0.1	101	0	-3	12	1	68
Cc1ccc(OC/C(=N\O)C(C)(C)C)c([N+](=O)[O-])c1	-1	-2	100	0	0.2	96	-4	-3	13	2	15
CCCc1ccc(OCc2ccc(C(=O)Nc3cccc(C)n3)o2)c(OC)c1	0	-1	100	-1	1.2	100	-5	-4	9	34	11
CN(CC(=O)Nc1ccccc1N1CCOCC1)CC(=O)Nc1ccc(F)c(F)c1F	-4	0	95	-4	0.2	98	7	10	10	2	19
CCCNC(=O)N1CCN(c2nc(C(C)C)c3c(c2C#N)CC(C)(C)OC3)CC1	1	-5	102	-4	-0.3	102	-12	-8	7	0	18
O=C(CSCc1nc2ccccc2[nH]1)Nc1ccc(Oc2ccccc2)cc1	-1	-3	101	-2	/	98	-5	-3	15	3	9
CN(Cc1ccccc1)C(=O)C1CCCN(Cc2ccc(Cl)cc2)C1 (stereo unspecified)	1	0	105	2	0.1	102	1	-2	3	0	19
COc1ccc(N2CCN(C(=O)c3cc(N4C(=O)C5C6CCC(C6)C5C4=O)ccc3Cl)CC2)cc1 (stereo unspecified)	17	11	99	23	/	99	27	19	14	4	5
Cc1c(NC2(c3nnnn3-c3ccc(Br)cc3)CCCCC2)c(=O)n(-c2ccccc2)n1C	0	4	82	-4	2.2	91	1	4	0	11	29
Cn1cccc1C(=O)c1cccc([N+](=O)[O-])c1	0	-2	102	-2	1.3	105	-1	-1	8	5	17
Nc1nc(-c2ccc(Cl)cc2)c(N=Nc2ccc(S(=O)(=O)N3CCOCC3)cc2)s1	0	-1	93	0	-2.8	94	3	0	12	-27	5
CC(C)NC(=O)COC(=O)c1ccc(NS(=O)(=O)c2ccc3c(c2)OCCO3)cc1	4	-5	98	3	-0.5	92	-8	-6	7	2	44
CCOC(=O)NC(NC(=S)Nc1ccc(OCC)cc1)C(Cl)(Cl)Cl (stereo unspecified)	-2	-11	105	-9	-0.7	110	-8	-2	15	-5	12
Cc1ccc(-n2nc(C(=O)O)c3ccccc3c2=O)cc1C	1	-2	102	-2	0.7	98	-2	-8	19	35	26
COc1ccc2[nH]c3nc(SC(C)C)nnc3c2c1	-1	-1	101	-1	0.1	102	-2	-4	27	1	18
C=CCn1c(CSc2nc3ccccc3s2)nnc1SCC(=O)NCc1ccccc1	-2	1	105	-1	2.1	103	-2	0	22	6	11
COc1ccc(-c2csc(C)n2)cc1	0	-5	102	-3	0.4	106	-2	-1	8	1	20
CCc1c(O)nc(SCC(=O)Nc2ccc3c(c2)CCC3)[nH]c1=O	1	-6	102	-3	0.2	104	-9	-5	8	1	24
Cc1ccccc1OCCCC(=O)Nc1nccs1	1	-3	91	2	0.6	98	0	0	13	4	12
CCOC(=O)CC1C(=O)NCCN1Cc1cccc(OC)c1 (stereo unspecified)	-1	-2	100	-1	0.4	101	-8	-6	6	2	20
COc1ccc(-n2nc(C(=O)NCC(=O)NCC3CCCO3)c3ccccc3c2=O)cc1Cl (stereo unspecified)	-2	-2	101	-3	4.6	100	-5	-4	11	8	25
COc1ccccc1CNC(=O)CCN1C(=O)COc2ccc(C)cc21	0	-2	102	-6	1.6	96	-4	-4	34	9	16
O=C(Nc1ccc(-c2nnc3n2CCCCC3)cc1)c1cc2ccccc2o1	0	-4	102	-3	-1.8	103	0	1	3	3	8
O=C1CC(c2ccco2)CC2=C1C=Nc1ccccc1N2 (stereo unspecified)	-4	-10	100	-10	1.0	101	-16	-14	35	62	28

Assay outcomes (PubChem BioAssay)
